LYPLA1 counter – counter-screen for PME1 inhibitors: inhibitors of human LYPLA1. inhibition, % at 5.9 µM. recombinant LYPLA1, FP-Rh probe fluorescence polarization. O75608. AID 2174. actives 0.16% (n = 320,000);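 active means inhibition above the mean of all tested compounds plus 3 SD, set per campaign, cut at about 14% in these data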;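 further: inhibitors block serine hydrolase probe labeling of LYPLA1 so polarization falls; 0% = enzyme with DMSO and 100% = wells lacking LYPLA1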
Target sequence (O75608 whole entry, looked up): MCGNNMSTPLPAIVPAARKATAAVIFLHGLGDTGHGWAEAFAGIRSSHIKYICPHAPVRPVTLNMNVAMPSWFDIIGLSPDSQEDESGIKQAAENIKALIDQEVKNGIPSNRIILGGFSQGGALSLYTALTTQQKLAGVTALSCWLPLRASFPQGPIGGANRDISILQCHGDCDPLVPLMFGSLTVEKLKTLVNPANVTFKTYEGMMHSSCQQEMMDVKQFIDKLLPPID
PAFAH1B3 inh – PAFAH1B3 (human) inhibition; AID 492972; Q15102; inhibition, % at 3.39 µM; actives 0.28% (n = 340,000); recombinant PAFAH1B3, FP-rhodamine probe, fluorescence polarization;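 active means inhibition above the screen-wide average of all tested compounds plus 3 SD, cut at about 25% in these data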;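 further: 0% = enzyme with DMSO only and 100% = wells lacking PAFAH1B3 protein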
LYPLA2 inh – blocks human lysophospholipase 2, a PME1 counter-screen | recombinant LYPLA2, FP-Rh probe fluorescence polarization | inhibition, % at 5.9 µM | actives 0.38% (n = 320,000) | AID 2177;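 active means inhibition above the screen-wide mean plus 3 SD, limit set per campaign, cut at about 26% in these data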;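 further: 0% = LYPLA2 with DMSO and 100% = wells lacking LYPLA2 enzyme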
Target sequence (O95372 whole entry, looked up): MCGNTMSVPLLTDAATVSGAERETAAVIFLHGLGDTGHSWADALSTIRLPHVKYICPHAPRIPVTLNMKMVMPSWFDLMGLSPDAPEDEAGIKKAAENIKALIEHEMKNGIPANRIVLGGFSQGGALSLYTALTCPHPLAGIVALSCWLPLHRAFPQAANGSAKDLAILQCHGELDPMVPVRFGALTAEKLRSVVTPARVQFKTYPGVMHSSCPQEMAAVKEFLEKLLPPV
PAD4 inh – inhibitors of human PAD4; Q9UM07; AID 485272; recombinant PAD4, RCA probe fluorescence polarization; inhibition, % at 6.36 µM; actives 0.41% (n = 330,000);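 active means percent inhibition above a cutoff equal to the mean of all tested compounds plus 3 SD, cut at about 15% in these data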;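 further: 0% = PAD4 with RCA probe and DMSO and 100% = probe without PAD4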
PREPL inh – inhibitors of human prolyl oligopeptidase-like enzyme PREPL. Q4J6C6. recombinant PREPL, fluorescence polarization activity-based probe. inhibition, % at 5.96 µM. actives 0.68% (n = 320,000); in the data active means inhibition above about 43%;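 further: 0% = enzyme with DMSO and 100% = wells lacking enzyme; many of its hits are not listed in these tables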
pPAFAH FP inh – pPAFAH (human) enzyme inhibition. Q13093. actives 1.5% (n = 330,000). inhibition, % at 3.39 µM. recombinant pPAFAH, FP-rhodamine probe fluorescence polarization;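 active means inhibition above the mean inhibition across the screen plus 3 SD, cut at about 25% in these data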;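 further: inhibitors block binding of the rhodamine activity-based probe so polarization drops; 0% = enzyme with DMSO and 100% = wells lacking pPAFAH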
Target sequence (Q13093 whole entry, looked up): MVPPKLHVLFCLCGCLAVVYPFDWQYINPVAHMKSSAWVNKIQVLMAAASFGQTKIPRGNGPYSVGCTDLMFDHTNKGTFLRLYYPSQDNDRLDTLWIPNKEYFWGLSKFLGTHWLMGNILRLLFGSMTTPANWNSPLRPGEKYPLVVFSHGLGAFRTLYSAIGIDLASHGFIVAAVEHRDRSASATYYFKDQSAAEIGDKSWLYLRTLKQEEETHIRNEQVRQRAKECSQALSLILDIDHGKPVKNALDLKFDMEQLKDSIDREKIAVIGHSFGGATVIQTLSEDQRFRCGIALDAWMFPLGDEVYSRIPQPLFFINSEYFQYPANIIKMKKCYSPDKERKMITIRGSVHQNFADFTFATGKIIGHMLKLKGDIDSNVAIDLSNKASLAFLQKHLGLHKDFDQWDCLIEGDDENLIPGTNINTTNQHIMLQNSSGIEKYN
PAFAH2 inh – inhibitors of human PAFAH2; Q99487; inhibition, % at 3.39 µM; recombinant PAFAH2, FP-rhodamine activity probe, fluorescence polarization; actives 0.99% (n = 340,000);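 active means inhibition above the mean over all tested compounds plus 3 SD, cut at about 30% in these data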;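 further: inhibitors block probe labeling of enzyme so polarization drops; 0% = enzyme with DMSO and 100% = wells lacking PAFAH2 protein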
PAFAH1B2 FP inh – blocks human PAF acetylhydrolase 1b catalytic subunit 2; P68402; recombinant PAFAH1B2, FP-rhodamine activity probe, fluorescence polarization; inhibition, % at 3.39 µM; actives 1.2% (n = 340,000);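 active means inhibition above the mean of all tested compounds plus 3 SD, cut at about 24% in these data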;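 further: 0% = enzyme with DMSO and 100% = wells lacking PAFAH1B2; many of its hits are not listed in these tables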
GSTO1 counter – counter-screen for RBBP9 inhibitors: inhibitors of human GSTO1; P78417; recombinant GSTO1, activity-based probe fluorescence polarization; inhibition, % at 5.96 µM; actives 1.1% (n = 300,000);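 active means inhibition above the campaign mean inhibition plus 3 SD, cut at about 35% in these data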;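 further: 0% = GSTO1-1 with DMSO and 100% = wells lacking GSTO1-1 enzyme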
* hit, by the source's call. This is a subset (hit frequency here may not be typical).

Start of the data: the first 2 compounds as a preview:
`COC(=O)c1cccc(COC(=O)c2ccccc2NC(=O)c2ccco2)c1` gave LYPLA1 counter 0.0, PAFAH1B3 inh -11.6, LYPLA2 inh 1.9, PAD4 inh -0.2, PREPL inh -3.0, pPAFAH FP inh 3.6, PAFAH2 inh -3.1, PAFAH1B2 FP inh -2.3 and GSTO1 counter 3.3.
For COc1ccc(N/N=C(\C#N)C(=N)N2CCOCC2)cc1 the results were LYPLA1 counter 2.0, PAFAH1B3 inh 3.2, LYPLA2 inh 2.2, PAD4 inh -1.1, PREPL inh 11.8, pPAFAH FP inh -1.4, PAFAH2 inh 0.7, PAFAH1B2 FP inh -0.4 and GSTO1 counter -0.5.

The list itself, from the start:
`COC(=O)c1cccc(COC(=O)c2ccccc2NC(=O)c2ccco2)c1` gave LYPLA1 counter 0.0, PAFAH1B3 inh -11.6, LYPLA2 inh 1.9, PAD4 inh -0.2, PREPL inh -3.0, pPAFAH FP inh 3.6, PAFAH2 inh -3.1, PAFAH1B2 FP inh -2.3 and GSTO1 counter 3.3.
For COc1ccc(N/N=C(\C#N)C(=N)N2CCOCC2)cc1 the results were LYPLA1 counter 2.0, PAFAH1B3 inh 3.2, LYPLA2 inh 2.2, PAD4 inh -1.1, PREPL inh 11.8, pPAFAH FP inh -1.4, PAFAH2 inh 0.7, PAFAH1B2 FP inh -0.4 and GSTO1 counter -0.5.
`COc1ccc(-c2nnc(SC(=O)N3c4ccccc4Sc4ccccc43)o2)cc1` gave LYPLA1 counter -0.8, PAFAH1B3 inh 3.6, LYPLA2 inh 1.6, PAD4 inh 0.7, PREPL inh 4.2, pPAFAH FP inh 9.4, PAFAH2 inh 7.8, PAFAH1B2 FP inh 2.2 and GSTO1 counter -4.7.
Screening O=C(NN1C(=O)C2C3C=CC(O3)C2C1=O)c1ccncc1 (centres undefined) returned LYPLA1 counter 0.0, PAFAH1B3 inh 6.2, LYPLA2 inh 13.4, PAD4 inh -3.7, PREPL inh -4.2, pPAFAH FP inh -0.5, PAFAH2 inh -8.1, PAFAH1B2 FP inh 2.0 and GSTO1 counter -0.9.
For c1ccc(CSc2nnc(-c3ccccc3)c(-c3ccccc3)n2)cc1 the results were LYPLA1 counter -3.1, PAFAH1B3 inh 5.5, LYPLA2 inh 0.9, PAD4 inh -1.7, PREPL inh 14.9, pPAFAH FP inh -2.2, PAFAH2 inh -0.7, PAFAH1B2 FP inh 5.3 and GSTO1 counter 0.1.
Screening CCOc1ccc(C2=Nc3ccccc3C(c3ccc(N4CCOCC4)cc3)=NN2)cc1 returned LYPLA1 counter -2.9, PAFAH1B3 inh -5.3, LYPLA2 inh 3.5, PAD4 inh -3.0, PREPL inh 6.0, pPAFAH FP inh 9.3, PAFAH2 inh -0.5, PAFAH1B2 FP inh 0.5 and GSTO1 counter -6.2.
CCN1C(=NCc2ccc(OC)cc2)N[C@@H](c2ccccc2)[C@H](C(=O)OC)[C@H]1C was read as PAFAH1B3 inh -2.2, PAD4 inh -3.8, PREPL inh 12.8, pPAFAH FP inh 2.9, PAFAH2 inh 4.3 and PAFAH1B2 FP inh 0.5.
CNC(CC(C)C)C(=O)NC1C(=O)NC(CC(N)=O)C(=O)NC2C(=O)NC3C(=O)NC(C(=O)NC(C(=O)O)c4cc(O)cc(O)c4-c4cc3ccc4O)C(O)c3ccc(c(Cl)c3)Oc3cc2cc(c3OC2OC(CO)C(O)C(O)C2OC2C[C@](C)(N)C(O)C(C)O2)Oc2ccc(cc2Cl)C1O (some centres undefined) was read as LYPLA1 counter -0.5, PAFAH1B3 inh 0.1, LYPLA2 inh 1.0, PAD4 inh -3.3, PREPL inh -7.1, pPAFAH FP inh -2.9, PAFAH2 inh 2.6, PAFAH1B2 FP inh -2.1 and GSTO1 counter 0.8.
For COc1cc(C(=O)NCCC(c2ccccc2)c2ccccc2)cc(OC)c1OC the results were LYPLA1 counter 2.8, PAFAH1B3 inh 10.5, LYPLA2 inh 2.0, PAD4 inh -1.7, PREPL inh -1.0, pPAFAH FP inh 3.3, PAFAH2 inh -3.8, PAFAH1B2 FP inh 7.1 and GSTO1 counter 0.4.
`CC(C)CCOCc1nc2sc3c(c2c(=O)[nH]1)CCC(C)C3` (centres undefined) gave LYPLA1 counter 0.4, PAFAH1B3 inh -6.1, LYPLA2 inh 2.3, PAD4 inh 2.8, PREPL inh 14.5, pPAFAH FP inh 2.3, PAFAH2 inh 4.5, PAFAH1B2 FP inh -1.7 and GSTO1 counter 0.3.
CC(=O)Nc1ccc(S(=O)(=O)NCc2cn3c(C)csc3n2)cc1 was read as LYPLA1 counter 1.0, PAFAH1B3 inh 7.5, LYPLA2 inh -5.7, PAD4 inh -2.4, PREPL inh -2.2, pPAFAH FP inh 1.3, PAFAH2 inh -3.9, PAFAH1B2 FP inh -0.1 and GSTO1 counter 8.7.
For CN(Cc1cn(-c2ccccc2)nc1-c1cc2ccccc2o1)C(=O)CCC(=O)O the results were LYPLA1 counter 1.5, PAFAH1B3 inh 1.6, LYPLA2 inh -6.2, PAD4 inh -4.0, PREPL inh -8.3, pPAFAH FP inh -1.3, PAFAH2 inh -4.0, PAFAH1B2 FP inh 8.7 and GSTO1 counter -3.7.
`Cc1ccc(NC(=O)CSc2nnc(-c3ccco3)c(-c3ccco3)n2)cc1` gave LYPLA1 counter -4.1, PAFAH1B3 inh 16.8, LYPLA2 inh -1.9, PAD4 inh -3.8, PREPL inh 10.8, pPAFAH FP inh 47.6*, PAFAH2 inh 21.7, PAFAH1B2 FP inh 5.8 and GSTO1 counter 37.3*.
`CCS(=O)(=O)N1CCC(C(=O)Nc2ccc(C(C)=O)cc2)CC1` gave LYPLA1 counter -1.0, PAFAH1B3 inh 5.2, LYPLA2 inh -5.8, PAD4 inh -1.8, PREPL inh -10.4, pPAFAH FP inh -6.1, PAFAH2 inh -2.5, PAFAH1B2 FP inh -3.7 and GSTO1 counter -5.6.
For CCCCn1c(CCNC(=O)c2cccs2)nc2ccccc21 the results were LYPLA1 counter -4.4, PAFAH1B3 inh -1.9, LYPLA2 inh -2.3, PAD4 inh -2.9, PREPL inh -10.5, pPAFAH FP inh 3.1, PAFAH2 inh 0.9, PAFAH1B2 FP inh -1.5 and GSTO1 counter 1.8.
`Cc1cc(C)c2c(CC(=O)Nc3nccs3)coc2c1` gave LYPLA1 counter -0.3, PAFAH1B3 inh -2.1, LYPLA2 inh 1.2, PAD4 inh -2.3, PREPL inh -2.2, pPAFAH FP inh 0.2, PAFAH2 inh 1.9, PAFAH1B2 FP inh 2.1 and GSTO1 counter 4.8.
Screening CCOC(=O)C1(CCOc2ccccc2)CCN(Cc2cc(OC)c(O)c(OC)c2)CC1 returned LYPLA1 counter 1.4, PAFAH1B3 inh 3.8, LYPLA2 inh 2.4, PAD4 inh -4.7, PREPL inh -91.0, pPAFAH FP inh 2.6, PAFAH2 inh -5.3, PAFAH1B2 FP inh -0.3 and GSTO1 counter 6.2.
Cc1cccc(NC(=O)Nc2ccc(Cl)c(Cl)c2)n1 was read as LYPLA1 counter -3.1, PAFAH1B3 inh -1.6, LYPLA2 inh -1.9, PAD4 inh -3.2, PREPL inh 7.2, pPAFAH FP inh 2.5, PAFAH2 inh 1.3, PAFAH1B2 FP inh 7.3 and GSTO1 counter -1.9.
NC(=O)CC(NC(=O)Cc1cccc2ccccc12)c1ccc(N2CCN(c3ccc(F)cc3)CC2)c([N+](=O)[O-])c1 (centres undefined) was read as LYPLA1 counter -1.2, PAFAH1B3 inh 9.1, LYPLA2 inh -3.8, PAD4 inh 1.5, PREPL inh 21.0, pPAFAH FP inh 0.5, PAFAH2 inh -0.5, PAFAH1B2 FP inh -1.2 and GSTO1 counter 4.7.
Screening O=C(NCc1ccc2c(c1)OCO2)c1nc(Cn2ccc([N+](=O)[O-])n2)no1 returned LYPLA1 counter 5.2, PAFAH1B3 inh -1.3, LYPLA2 inh 3.1, PAD4 inh 1.7, PREPL inh 14.2, pPAFAH FP inh 1.5, PAFAH2 inh 1.3, PAFAH1B2 FP inh 3.1 and GSTO1 counter 7.6.
`O=C1C(Oc2ccc(Cl)cc2)C(c2ccc3c(c2)OCO3)N1CC1CCCO1` (centres undefined) gave LYPLA1 counter -4.7, PAFAH1B3 inh -2.4, LYPLA2 inh -2.1, PAD4 inh 1.1, PREPL inh 8.5, pPAFAH FP inh 2.5, PAFAH2 inh 11.2, PAFAH1B2 FP inh 2.6 and GSTO1 counter 5.6.
For Cc1cc(NC(=O)COC(=O)c2cnccn2)ccc1Br the results were PAFAH1B3 inh -3.3, PAD4 inh -3.4, PREPL inh -4.3, pPAFAH FP inh 10.8, PAFAH2 inh 2.2 and PAFAH1B2 FP inh 7.9.
`COc1ccc(NC(=O)CSc2nnc3c4c(nc(-c5ccccc5)n23)CC(C)(C)OC4)cc1` gave LYPLA1 counter 1.7, PAFAH1B3 inh -0.5, LYPLA2 inh 7.8, PAD4 inh -0.6, PREPL inh -4.8, pPAFAH FP inh 1.4, PAFAH2 inh -10.5, PAFAH1B2 FP inh -5.4 and GSTO1 counter 1.1.
`O=C(NCCc1ccccc1)C(=Cc1ccc(C(=O)O)cc1)C(=O)NCCc1ccccc1` gave LYPLA1 counter -1.1, PAFAH1B3 inh 5.6, LYPLA2 inh 1.1, PAD4 inh 3.1, PREPL inh 12.2, pPAFAH FP inh 1.5, PAFAH2 inh -0.8, PAFAH1B2 FP inh 4.4 and GSTO1 counter 8.6.
Cc1ccsc1C(=O)OCC(=O)N(C)C1CCCCC1 was read as PAFAH1B3 inh 2.9, PAD4 inh -1.1, PREPL inh 17.5, pPAFAH FP inh 3.0, PAFAH2 inh 35.9* and PAFAH1B2 FP inh 13.2.
Cc1cc(N2CCN(C)CC2)nc2ccc(NC(=O)CCC(=O)NCc3ccco3)cc12 was read as LYPLA1 counter -2.0, PAFAH1B3 inh 4.2, LYPLA2 inh 0.0, PAD4 inh 4.0, PREPL inh 11.2, pPAFAH FP inh -0.9, PAFAH2 inh 0.7, PAFAH1B2 FP inh -1.4 and GSTO1 counter 13.0.
`O=C(Nc1cnc2ccccc2c1)N1CCOCC1` gave LYPLA1 counter 2.9, PAFAH1B3 inh 6.1, LYPLA2 inh 5.1, PAD4 inh -5.3, PREPL inh -3.0, pPAFAH FP inh 2.5, PAFAH2 inh 0.9, PAFAH1B2 FP inh 7.0 and GSTO1 counter 8.5.
Screening Cc1ccccc1C(=O)c1cccn1CC(=O)NC(C)c1ccccc1 (centres undefined) returned LYPLA1 counter -1.1, PAFAH1B3 inh 5.4, LYPLA2 inh 5.0, PAD4 inh -1.5, PREPL inh 13.4, pPAFAH FP inh 3.5, PAFAH2 inh -0.4, PAFAH1B2 FP inh -1.1 and GSTO1 counter 8.1.
COc1ccccc1-n1c(N)cc(=O)nc1SCC(=O)Nc1cc(C)on1 was read as LYPLA1 counter 1.8, PAFAH1B3 inh 3.3, LYPLA2 inh 0.5, PAD4 inh -1.1, PREPL inh -2.0, pPAFAH FP inh 4.0, PAFAH2 inh -4.4, PAFAH1B2 FP inh -0.1 and GSTO1 counter -2.3.
Screening COc1ccc(N(CC(=O)Nc2ccc(OC)c(OC)c2)S(=O)(=O)c2ccccc2)cc1Cl returned LYPLA1 counter -6.4, PAFAH1B3 inh -1.6, LYPLA2 inh -1.0, PAD4 inh 1.3, PREPL inh -8.4, pPAFAH FP inh 4.8, PAFAH2 inh 7.2, PAFAH1B2 FP inh 4.2 and GSTO1 counter -0.9.

Screens: PubChem BioAssay, The Scripps Research Institute Molecular Screening Center
